ERAP1 HTS inh: human ERAP1 aminopeptidase inhibitors, primary screen, biochemical, single point, plate reader; Endoplasmic reticulum aminopeptidase 1 (Homo sapiens), Q9NZ08; recombinant ERAP1, Leu-AMC fluorescence, 60 min; inhibition, % at 10.7 µM; 0.15% of 340,000 active; AID 652197, 2013;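 active means mean replicate inhibition of at least 30%, or all replicates individually reaching that 30% level; inactive means mean below 30% and not every replicate reaching it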;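 further: 0% = neutral control wells and 100% = L-leucinethiol positive control wells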
S100A4 inh HTS: inhibitors of S100A4-myosin IIA peptide binding, primary screen, biochemical, fluorescence polarization, TAMRA-MyoIIA peptide; 0.14% of 360,000 active; AID 652163, 2013; Protein S100-A4 (Homo sapiens), P26447; inhibition, % at 10.7 µM;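 active means mean inhibition of at least 70% across replicates, with every replicate also reaching that level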
Target sequence (P26447 whole entry, looked up): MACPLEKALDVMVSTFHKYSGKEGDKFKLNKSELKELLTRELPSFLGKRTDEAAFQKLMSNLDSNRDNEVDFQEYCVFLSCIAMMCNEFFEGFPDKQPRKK
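Test system: S100A4 monomer protein; Medium: HEPES pH 7.2 with CaCl2, KCl, NaCl, DTT, Triton; Probe or stimulus: TAMRA-labelled myosin IIA heavy-chain peptide probe, 5 nM; Doses: one dose per compound; Times: polarization read 5 min after assay mix addition, stable 5–60 min; Benchmarks: neutral control DMSO, positive control TFP.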
PGC1a acetyl inh: inhibitors of PGC1a acetylation signal, primary screen, cell-based, U2OS, AlphaScreen, inhibitor mode. AID 651687, 2012. AlphaScreen anti-acetyl-lysine; with virally co-expressed GCN5 acetyltransferase. 0.17% of 350,000 active. inhibition, % at 15.6 µM;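 active means every replicate shows inhibition of at least 40%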;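 further: 0% = neutral control wells and 100% = positive control wells; some results beyond the cut were filed as inactive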
LGR2 inh: inhibitors of bursicon-induced LGR2 CRE-luciferase signal, primary screen, cell-based, HEK293, CRE-luciferase reporter, bursicon stimulation; Drosophila bursicon receptor LGR2 (rickets); bursicon-stimulated, 4 h; inhibition, % at 9.99 µM; 0.35% of 380,000 active;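 active means drop in luminescence signal, shown as inhibition above about 50% in the replicate tests, limit read from the data, passing the limit was not always enough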;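 further: agonist challenge used bursicon conditioned medium at about half maximal strength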
PglD inh: C. jejuni PglD acetyltransferase inhibitors, primary screen, biochemical, DTNB colorimetric, single point. purified PglD enzyme, DTNB colorimetric CoA detection. 0.098% of 360,000 active. inhibition, % at 12.5 µM. UDP-N-acetylbacillosamine N-acetyltransferase PglD (Campylobacter jejuni); in the data active means inhibition above about 16%, passing the limit was not always enough; further: strong numbers were not always called active
EWS-Fli block: EWS/Fli-driven NR0B1 reporter inhibitors, primary screen, A673 cells, NR0B1 luciferase, luminescence, MLPCN library | viability-normalised | inhibition, % at 12.6 µM | 0.67% of 350,000 active;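 active means mean inhibition of at least 50% after viability correction, with every replicate also passing that limit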;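 further: firefly luciferase signal divided by Alamar Blue viability fluorescence both relative to DMSO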
FN deposit inh: inhibitors of fibronectin matrix deposition, primary screen, AH1F cells, Alexa488-fibronectin fluorescence, plate reader; AH1F fibroblasts, overnight; 0.086% of 350,000 active; inhibition, % at 12.6 µM;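 active means mean inhibition across replicates of 30% or more, regardless of how many single replicates reach that level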;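 further: positive control wells lacked labelled fibronectin entirely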
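test system = AH1F fibroblasts assembling fluorescent fibronectin matrix | quantity = 10000 AH1F cells per well | buffer or medium = DMEM plus 2% serum, read in PBS | doses = single dose, pinned | incubation = 1 h cell attachment, overnight exposure to compound and label | detection = fluorescence at 485 nm excitation, 525 nm emission | read-out basis = inhibition from reduced deposited-fibronectin fluorescence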
PAX8 reporter: inhibitors of PAX8-driven TPO luciferase reporter, primary screen, RMG-I cells, single concentration; SteadyGlo, 24 h; inhibition, % at 12.6 µM; 1.2% of 360,000 active;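 active means mean replicate inhibition at least 60% with every replicate also reaching 60%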;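 further: luciferase light reporting Pax8 driven TPO promoter activity; plate controls were median of neutral control wells for no effect and mitoxantrone controls for full effect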
* = called active by the depositor; . = not tested or not shown; & = joins results of further samples.

SMILES	ERAP1 HTS inh	S100A4 inh HTS	PGC1a acetyl inh	LGR2 inh	PglD inh	EWS-Fli block	FN deposit inh	PAX8 reporter
C[C@@H]1CN([C@H](C)CO)C(=O)c2cc(NS(=O)(=O)c3ccc(Cl)cc3)ccc2O[C@H]1CN(C)C	1	-8	-1	5	-1	8	.	-13
Cc1ccc(NC(=O)Cn2cnc([N+](=O)[O-])c2)cc1C	0	3	-4	12	0	9	-6	-4
Cc1nn(C)cc1CN(C)C(=O)c1cc(-c2ccccc2)nc2ccc(Br)cc12	-2	0	3	34	2	18	5	-8
COc1cc(/C=C/C(=O)CC(=O)/C=C/c2ccc(O)c(OC)c2)ccc1O	3	2&-17	1	.	-2	73*	3	26
O=C(C[C@H]1CC[C@H](NC(=O)Nc2cccc(F)c2)[C@H](CO)O1)NCC1CCCCC1	-3	-2	-1	2	1	-2	-3	6
C[C@H]1CN([C@@H](C)CO)C(=O)c2ccccc2-c2ccccc2CO[C@@H]1CN(C)Cc1ccc(Cl)c(Cl)c1	-5	-2	-1	16	.	16	-8	38
COc1cccc(N=c2oc3cc(O)ccc3cc2C(=O)NCC2CCCO2)c1 (centres undefined)	-6	1	4	-35	-2	8	-5	-78
O=C(CSc1nc2ccc(NC(=O)CSc3nnnn3-c3ccccc3)cc2s1)Nc1ccccc1	.	.	-5	-2	2	.	0	-5
Cc1cc(C(=O)NP(=O)(N2CCOCC2)N2CCOCC2)c(C)n1-c1ccc(N(C)C)cc1	-2	6	.	10	.	7	-2	10
O=C(C[C@H]1C=C[C@@H](NC(=O)C2CC2)[C@H](CO)O1)NC1CCC1	-1	-1	0	-6	-1	6	-7	-14
O=C(N[C@@H]1CC[C@@H](CCn2cc(-c3ccccn3)nn2)O[C@H]1CO)c1cccnc1	-6	0	-4	-19	9	8	.	-34
COc1ccc(CN(C)C[C@@H]2OCCCC[C@H](C)Oc3ccc(NC(=O)Nc4ccc5c(c4)OCO5)cc3C(=O)N([C@H](C)CO)C[C@H]2C)cc1	-3	-3	5	0	0	9	0	-20
CC(C)(O)CC[C@@H](O)[C@](C)(O)[C@H]1CC[C@@]2(O)C3=CC(=O)[C@@H]4C[C@@H](O)[C@@H](O)C[C@]4(C)[C@H]3CC[C@]12C	-4	3	.	1	-4	-2	-1	-4
Cc1ccn2c(=O)c(C(=O)NCCC3=CCCCC3)c(O)nc2c1	-5	2	12	-16	0	.	-3	13
S=C(NCCc1ccccc1)N/N=C/c1ccccc1Cl	2	2	.	-22	.	0	-2	6
NC(=O)c1ccccc1OC1CCC1	0	-2	-1	19	-3	-2	3	10
O=C(C[C@@H]1C=C[C@@H](NC(=O)c2ccc(F)cc2)[C@@H](CO)O1)NCCc1ccccc1	0	0	3	6	-4	0	11	-7
CCNS(=O)(=O)c1ccc(CCC(=O)NCCC2=CCCCC2)cc1	-2	-2	.	.	.	4	6	-5
COc1ccc(O)c(C(=O)c2cnc3c(c2)CN(C)C(=O)N3)c1	-5	-5	.	-8	.	-30	-5	14
COc1ccc(-n2ncc(C(C)NS(=O)(=O)c3ccc(C)s3)c2C)cc1 (centres undefined)	0	-4	.	-9	4	.	2	-3
C[C@H]1CN([C@@H](C)CO)C(=O)Cc2cc(NC(=O)c3ccncc3)ccc2O[C@@H]1CN(C)S(=O)(=O)c1ccc(F)cc1	-1	-1	6	0	-2	-1	-6	-3
CCNC(=O)[C@H]1[C@H](CO)[C@H]2Cn3c(cccc3=O)[C@@H]1N2C(=O)Nc1cc(F)ccc1F	-4	16	0	-9	.	14	-10	.
C[C@@H]1CCCCO[C@@H](CN(C)C(=O)Nc2ccccc2)[C@H](C)CN([C@@H](C)CO)C(=O)c2cc(NC(=O)Nc3ccc4c(c3)OCO4)ccc2O1	2	-5	3	7	-2	11	-9	9
O=C(C[C@H]1CC[C@H]2[C@@H](COC[C@@H](O)CN2C(=O)c2ccncc2)O1)NCc1cccc(F)c1	4	18	1	-10	4	0	3	-5
C[C@@H]1CN([C@@H](C)CO)C(=O)c2cc(NC(=O)Nc3ccc4c(c3)OCO4)ccc2O[C@@H](C)CCCCO[C@H]1CN(C)C(=O)C1CCCCC1	1	-13	2	-6	-3	12	.	.
Cc1ccc(NC(=O)C2CCN(S(=O)(=O)c3ccc4c(c3)NC(=O)CO4)CC2)cc1	1	0	-10	12	-1	.	14	0
O=c1c(-c2ccc(O)cc2)coc2c([C@@H]3O[C@H](CO)[C@@H](O)[C@H](O)[C@H]3O)c(O)ccc12	2	-1	2	-3	-3	-3	7	1
Cc1cc(C)c(C)c(S(=O)(=O)N2CCC(C(=O)N3CCN(c4ccc(F)cc4)CC3)CC2)c1C	3	2	7	15	0	7	-8	14
O=C(O)Cn1cc(/C=N/Nc2ccc([N+](=O)[O-])cn2)c2ccccc21	10	-4	-10	15	-1	6	8	-7
O=C(COC(=O)Cc1ccc(Cl)cc1)Nc1ccccc1-c1ccccc1	.	.	7	-6	6	.	3	-1

Compounds above that contain nitrogen in an aromatic ring:
SMILES	ERAP1 HTS inh	S100A4 inh HTS	PGC1a acetyl inh	LGR2 inh	PglD inh	EWS-Fli block	FN deposit inh	PAX8 reporter
Cc1ccc(NC(=O)Cn2cnc([N+](=O)[O-])c2)cc1C	0	3	-4	12	0	9	-6	-4
Cc1nn(C)cc1CN(C)C(=O)c1cc(-c2ccccc2)nc2ccc(Br)cc12	-2	0	3	34	2	18	5	-8
O=C(CSc1nc2ccc(NC(=O)CSc3nnnn3-c3ccccc3)cc2s1)Nc1ccccc1	.	.	-5	-2	2	.	0	-5
Cc1cc(C(=O)NP(=O)(N2CCOCC2)N2CCOCC2)c(C)n1-c1ccc(N(C)C)cc1	-2	6	.	10	.	7	-2	10
O=C(N[C@@H]1CC[C@@H](CCn2cc(-c3ccccn3)nn2)O[C@H]1CO)c1cccnc1	-6	0	-4	-19	9	8	.	-34
Cc1ccn2c(=O)c(C(=O)NCCC3=CCCCC3)c(O)nc2c1	-5	2	12	-16	0	.	-3	13
COc1ccc(O)c(C(=O)c2cnc3c(c2)CN(C)C(=O)N3)c1	-5	-5	.	-8	.	-30	-5	14
COc1ccc(-n2ncc(C(C)NS(=O)(=O)c3ccc(C)s3)c2C)cc1 (centres undefined)	0	-4	.	-9	4	.	2	-3
C[C@H]1CN([C@@H](C)CO)C(=O)Cc2cc(NC(=O)c3ccncc3)ccc2O[C@@H]1CN(C)S(=O)(=O)c1ccc(F)cc1	-1	-1	6	0	-2	-1	-6	-3
CCNC(=O)[C@H]1[C@H](CO)[C@H]2Cn3c(cccc3=O)[C@@H]1N2C(=O)Nc1cc(F)ccc1F	-4	16	0	-9	.	14	-10	.
O=C(C[C@H]1CC[C@H]2[C@@H](COC[C@@H](O)CN2C(=O)c2ccncc2)O1)NCc1cccc(F)c1	4	18	1	-10	4	0	3	-5
O=C(O)Cn1cc(/C=N/Nc2ccc([N+](=O)[O-])cn2)c2ccccc21	10	-4	-10	15	-1	6	8	-7
